From PubChem
procasp3 activ – activators of human procaspase-3 D3A mutant, primary screen, biochemical, absorbance, PC-3 D3A mutant, single concentration. Caspase-3 (Homo sapiens), P42574. recombinant procaspase-3 D3A, Ac-DEVD-pNA absorbance 405 nm. activation, % at 8.5 µM. actives 0.11% (n = 330,000). AID 463141, 2010;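 active means activation above the mean of all tested compounds plus 3 SD, cut at about 21% in these data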;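 further: 0% = DMSO alone and 100% = DMSO wells spiked with extra 5 µM PC-3 D3A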
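Assay system – Procaspase-3 D3A mutant, all three cleavage aspartates alanine · Controls – DMSO-only low control, 5 µM PC-3 D3A high control · Schedule – 1 h compound preincubation, 2 h substrate hydrolysis at 25 °C · Signal – 405 nm absorbance of p-nitroaniline, reads at 0 and 120 min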
JMJD2C inh – inhibitors of GASC-1 histone demethylase, primary screen, biochemical, fluorescence, DELFIA europium | AID 2099, 2009 | GST-JMJD2C(1-420) H3K9me3 demethylation | actives 0.069% (n = 330,000) | Lysine-specific demethylase 4C (Homo sapiens), Q9H3R0 | inhibition, % at 2.35 µM;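 active means more than half of a compound's replicate wells show inhibition beyond 50%, single wells judged on their own value; inconclusive means some, but no more than half, of replicates pass 50% inhibition; inactive means no replicate passes 50% inhibition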;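 further: signal counts dimethyl H3K9 product captured on neutravidin plate; 0% = median of DMSO wells and 100% = 0.3 times that DMSO median; strong numbers were not always called active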
Target sequence (Q9H3R0 1-420 limits assumed): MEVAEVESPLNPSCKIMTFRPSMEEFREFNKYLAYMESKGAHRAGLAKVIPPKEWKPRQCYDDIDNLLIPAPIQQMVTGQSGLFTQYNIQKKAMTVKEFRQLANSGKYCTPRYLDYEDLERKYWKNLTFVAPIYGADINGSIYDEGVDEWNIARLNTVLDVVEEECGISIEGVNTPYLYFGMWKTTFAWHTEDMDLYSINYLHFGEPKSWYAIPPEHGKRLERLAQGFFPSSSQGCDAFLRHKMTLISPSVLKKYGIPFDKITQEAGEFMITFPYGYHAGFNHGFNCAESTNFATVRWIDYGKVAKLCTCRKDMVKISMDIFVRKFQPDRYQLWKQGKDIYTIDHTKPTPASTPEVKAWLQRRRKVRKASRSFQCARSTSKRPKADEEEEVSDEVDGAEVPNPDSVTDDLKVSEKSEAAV
procasp7 counter – procaspase-7 activators, primary screen, counter-screen for procaspase-3 activator project, biochemical, absorbance, HTS, human; recombinant procaspase-7, Ac-DEVD-pNA absorbance 405 nm; D23A/D198A/D206A triple mutant, cannot self-cleave; scale: DMSO 0, 5 µM enzyme 100; activation, % at 8.5 µM; actives 0.093% (n = 330,000); AID 463210, 2010;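 active means percent activation above the screen-wide mean plus 3 SD, cut at about 25% in these data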
Target sequence (P55210 whole entry D23A/D198A/D206A): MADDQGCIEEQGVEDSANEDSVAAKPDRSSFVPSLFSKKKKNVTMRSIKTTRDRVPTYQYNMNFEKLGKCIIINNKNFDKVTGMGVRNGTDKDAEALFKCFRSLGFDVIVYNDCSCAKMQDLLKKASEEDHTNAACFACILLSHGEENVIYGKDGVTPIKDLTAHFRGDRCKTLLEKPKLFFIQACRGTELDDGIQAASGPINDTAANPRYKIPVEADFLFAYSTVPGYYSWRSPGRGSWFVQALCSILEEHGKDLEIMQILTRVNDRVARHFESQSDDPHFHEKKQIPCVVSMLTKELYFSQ
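signal = Epi-absorbance of released pNA at 405 nm, two timepoints | assay system = Uncleavable procaspase-7 mutant enzyme | reagent = Ac-DEVD-pNA substrate, 400 µM as added | times = 1 h enzyme–compound preincubation and 2 h substrate reaction, both 25 °C | benchmarks = low DMSO alone, high DMSO plus 5 µM PC-7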
VLA-4 inh – inhibition in human VLA-4 binding assay, primary screen, VLA-4 allosteric modulator project, MLPCN library, flow cytometry, VLA-4 expressing cells | Integrin alpha-4 (Homo sapiens), P13612 | ligand binding flow cytometry | inhibition, % (about 7 µM as worked out from the volumes in the protocol) | actives 0.2% (n = 330,000); in the data active means inhibition above about 50%
CTSL1 counter – Fasciola hepatica cathepsin L1 inhibitors, primary screen, counter-screen for PFM18AAP inhibitor project, biochemical, QFRET, fluorogenic peptide substrate; recombinant F. hepatica cathepsin L1, Z-Leu-Arg-MCA fluorescence; inhibition, % at 5.96 µM; actives 0.49% (n = 300,000); AID 1906, 2009;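 active means inhibition above the mean of all tested compounds plus 3 SD, set per screening campaign, cut at about 17% in these data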;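 further: 0% = plate median of test compound wells and 100% = 1 µM Z-Phe-Ala-diazomethylketone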
core dimer inh – inhibitors of HCV core protein dimerization, primary screen, biochemical, TR-FRET, high-throughput. AID 1899, 2009. actives 0.33% (n = 300,000). inhibition, % at 5 µM. TR-FRET GST/Flag-core106 dimerization, 1536-well;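 active means inhibition above the mean of all tested compounds plus 3 SD, set per screening campaign, cut at about 45% in these data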
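Test system: GST/Flag-tagged HCV core106 proteins; Medium: KF-containing HEPES buffer, pH 7.45, DTT, CHAPS, BSA; Times: compound-protein-antibody incubation 4 h at 22.5 °C; Detection: TR-FRET 671 and 617 nm emission; Benchmarks: wells lacking GST-core106 and wells with excess unlabelled core106.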
PP5 primary – PP5 phosphatase inhibitors, primary screen, biochemical, fluorescence; AID 1987, 2009; inhibition, % at 6.7 µM; Serine/threonine-protein phosphatase 5 (Homo sapiens), P53041; purified PP5c, OMFP substrate fluorescence; actives 0.18% (n = 320,000);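 active means inhibition above the campaign's mean inhibition across all tested compounds plus 3 SD, cut at about 9.5% in these data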;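 further: 0% = DMSO only and 100% = 100 µM cantharidin control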
PP1 counter – PP1-alpha phosphatase inhibitors, primary screen, counter-screen for PP5 inhibitor project, biochemical, fluorescence, OMFP substrate, single point | Serine/threonine-protein phosphatase PP1-alpha catalytic subunit (Homo sapiens), P62136 | purified PP1alpha | inhibition, % at 6.7 µM | actives 0.9% (n = 320,000) | AID 2235, 2010;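 active means inhibition above the mean inhibition of all tested compounds plus 3 SD, computed separately for each screening campaign, cut at about 15% in these data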
Target sequence (P62136 whole entry, looked up): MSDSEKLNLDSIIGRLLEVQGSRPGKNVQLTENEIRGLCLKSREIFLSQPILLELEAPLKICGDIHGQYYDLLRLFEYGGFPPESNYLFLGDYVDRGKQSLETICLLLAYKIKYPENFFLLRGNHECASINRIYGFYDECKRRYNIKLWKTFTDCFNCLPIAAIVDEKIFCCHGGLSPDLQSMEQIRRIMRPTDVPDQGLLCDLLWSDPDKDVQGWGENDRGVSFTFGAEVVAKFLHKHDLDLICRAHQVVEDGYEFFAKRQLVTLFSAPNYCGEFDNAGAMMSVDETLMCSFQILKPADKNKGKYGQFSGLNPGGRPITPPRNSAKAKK
GRK2 aptamer HTS – compounds blocking aptamer binding on GRK2 – biochemical, human GRK2, bead flow cytometry, HTS, primary screen. actives 0.59% (n = 330,000). FAM-aptamer displacement from GRK2. inhibition of aptamer binding, % at 10 µM. AID 488847, 2010;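 active means inhibition of aptamer binding above 40%, roughly 3 SD of noise, on plates passing a quality check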;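 further: median bead fluorescence of bound FAM aptamer so fluorescent compounds give negative values; no value below 0 was filed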
* hit, by the source's call; u = inconclusive; x = no result given; & = joins results of further samples.

SMILES	procasp3 activ	JMJD2C inh	procasp7 counter	VLA-4 inh	CTSL1 counter	core dimer inh	PP5 primary	PP1 counter	GRK2 aptamer HTS
Cc1nnsc1S(=O)c1ccc(Cl)cc1 (stereo not drawn)	7	-14	10	12	-2	1	-0.3	-1	0
Cc1ccc(NC(=O)CCC(=O)N/N=C/c2cccs2)cc1	4	2	12	21	-2	-5	3.4	0	4
Cc1cc(C)c(NC(=O)C2CCN(c3cnccn3)CC2)c(C)c1	4	-31	9	14	-7	-2	0.3	-1	0
NC(=S)NNC(=O)/C(=C/c1ccc(Br)cc1)NC(=O)c1ccccc1	8	8	4	-1	10	2	-1.5	-3	0
CC(=O)c1sc(NC(=O)c2c(F)cccc2F)nc1-c1ccccc1	-4	3	-1	-8	-1	0	3.6	1	0
COc1ccc(NC(=S)Nc2cc(C)[nH]n2)cc1Cl	-12	20	-35	-4	-2	-1	1.4	-5	4
CN(CC(=O)Nc1cccc(F)c1)C(=O)C1CCN(C(=O)c2ccc(Cl)cc2)CC1	4	-11	5	2	x	x	0.7	-3	0
C=CCOC(=O)C1=C(C)NC(=S)C(C#N)(CC=C)C1c1ccccc1Cl (stereo not drawn)	0	3	5	10	-4	4	2.2	-1	1
O=S(=O)(c1cccc(F)c1)N1CCN(c2ncnc3scc(-c4ccc(F)cc4)c23)CC1	8	-7	1	8	6	21	0.8	12	1
Cc1sc2ncnc(NCc3ccccc3)c2c1C	-7	1	3	-4	-4	2	-0.4	-3	1
COc1ccc(C(=O)N[C@H](C(=O)NCc2cccs2)C(C)C)cc1	4	-18	5	3	5	-9	1.8	6	0
CN1CCN(CCCNC(=O)c2cc3c(=O)n(C)c4ccccc4c3s2)CC1	8	-4	4	-2	3	4	0.0	-3	0
CN1C(=O)C(O)(C2CCCCCC2=O)c2ccccc21 (stereo not drawn)	-2	-9	-5	-5	0	-7	-3.9	-2	0
Cc1cc(-n2cccn2)ccc1CN1CCN(C2CCCC2)C(CCO)C1 (stereo not drawn)	8	-6	8	-10	0	-4	0.8	-2	0
CCOCCc1nnc(NC(=O)COC)s1	-4	-1	-42	-2	-1	1	1.5	-3	0
CCOCc1nnc(NC(=O)C2CCN(C(=O)c3ccco3)CC2)s1	-11	8	-8	8	-6	-2	4.3	0	4
COc1cc(OC)c(S(=O)(=O)N2CCN(C(=O)c3ccco3)CC2)cc1NC(C)=O	-5	-2	15	10	-3	2	0.6	-4	0
Clc1ccc2[nH]cc(-c3nnnn3-c3ccc4ccccc4c3)c2c1	2	-8	13	-20	-2	12	7.3	2	0
CCc1ccc(NC2Nc3cc(C)nn3S2)cc1 (stereo not drawn)	-2	2	-20	-12	1	-11	2.1	0	0
COc1ccc(C(=O)/C=C/Nc2ccc(S(=O)(=O)Nc3cccc(C(C)=O)c3)cc2)cc1	-4	-15	-5	-10	1	20	4.4	1	2
COc1ccc(C)cc1NC(=O)CN1CCN(S(=O)(=O)c2ccc(C(C)C)cc2)CC1	4	24	11	0	1	14	3.3	4	0
CCCCCCCNC(=O)C1(CC2CC(c3cccc(Br)c3)=NO2)CCN(C(=O)C2(C)CC2)CC1 (stereo not drawn)	-1	-4	-10	-9	2	0	5.2	6	0
Cc1ccn2cc(CCNC(=O)C3CC=CCC3C(=O)O)nc2c1 (stereo not drawn)	0	1	5	14	-2	0	-1.8	-3	2
COc1ccc(C)cc1NC(=O)n1ncc2cc(Cl)ccc21	4	-10	0	2	1	-2	0.6	-2	6
COc1cccc(NC(=O)CSc2nnc(-c3cc(-c4ccccn4)nc4ccccc34)o2)c1	1	4&1	1	-7	-3	21	2.0	0	0
Following part.
SMILES	procasp3 activ	JMJD2C inh	procasp7 counter	VLA-4 inh	CTSL1 counter	core dimer inh	PP5 primary	PP1 counter	GRK2 aptamer HTS
COc1cccc(C(=O)NCC(c2ccc3c(c2)OCO3)N2CCN(c3ccc(F)cc3)CC2)c1 (stereo not drawn)	10	36	-4	-5	-2	7	5.4	2	2
Cc1nc2sccn2c(=O)c1S(=O)(=O)Nc1ccc(N2CCN(S(C)(=O)=O)CC2)cc1	0	-24	-7	-8	-6	-4	1.9	-5	0
CC12CCC(C(=O)N(NC(=O)c3cccnc3)C1=O)C2(C)C (stereo not drawn)	-11	7	8	9	4	-9	-1.0	3	1
O=C(Nc1ccc(Cl)c(Cl)c1)O/N=C/c1ccncc1	-3	-6	-4	4	6	-3	0.3	-2	0
CCOc1ccccc1C(=O)OC(C)C(=O)Nc1ccc(S(=O)(=O)N2CCCC2)cc1 (stereo not drawn)	-3	x	10	9	x	x	1.2	-3	0
Cc1cc(O)c(-c2n[nH]c3c2C(c2cccc(O)c2)N(Cc2cccnc2)C3=O)cc1Cl (stereo not drawn)	0	-31	9	8	1	10	8.0	17*	0
COc1cccc(NC(=O)CCC(=O)N2CC(C)Oc3ccc(C)cc32)c1 (stereo not drawn)	-3	4	-5	2	4	2	2.6	-4	0
COc1ccc(OCc2cc(C(=O)NCc3cccc(C)n3)no2)c(Cl)c1	1	-3	-1	25	0	-1	4.9	-1	5
Nc1nc2ncc(-c3ccsc3)c(N)n2n1	1	5	15	1	-1	0	0.0	-3	0
CC(=O)N/N=C(\C)C1COc2ccccc2O1 (stereo not drawn)	3	-16	8	1	-2	-1	0.2	-3	2
CC1CCCN(C(c2ccccc2)c2sc3ncnn3c2O)C1 (stereo not drawn)	10	6	0	8	0	6	1.7	-6	0
COc1ccc(-n2nc3cc(N)c(Br)cc3n2)cc1	0	38	-1	-12	5	-17	3.7	3	0
COc1ccccc1NC(=O)Cn1nnc(C(=O)Nc2ccccc2)c1N	0	10	-1	-6	-4	-5	0.8	-4	0
COc1ccc(-c2nn(-c3ccccc3)cc2/C=N/NC(N)=S)cc1OC	-8	13	-3	-11	14	-6	0.8	0	3
COc1ccc2nc(NC(=O)CCNS(=O)(=O)c3ccc4c(c3)oc(=O)n4C)sc2c1	7	1	3	3	4	3	-2.5	-1	0
S=c1[nH]nc(-c2ccco2)n1C1CCCCC1	-5	-1	-1	7	1	10	-0.4	-2	4
Cc1c(C(=O)N2CCN(Cc3ccccc3)CC2)oc2c1C(=O)CCC2	2	-8	7	8	1	-7	0.6	-3	0
CCCN1CCN(CCCNC(=O)C2CCN(c3nnc(-n4c(C)ccc4C)s3)CC2)CC1	-8	0	9	3	0	-4	-1.5	0	0
CCN1CCN(c2ccc(S(=O)(=O)N3CCCCC3)cc2NC(=O)Cc2ccc(OC)cc2)CC1	4	-6	4	3	-2	2	-0.2	-3	0
O=C1CC(C2CCCO2)C(=O)N1Cc1ccccc1 (stereo not drawn)	2	3	9	15	0	-2	-2.0	-2	0
O=C(Nc1cccc(O)c1)C1CC(c2ccc(Cl)cc2)=NO1 (stereo not drawn)	-2	-4	3	47	1	-14	2.9	2	2
Cc1ccccc1NC(=O)CCC(=O)N/N=C/c1cccnc1	-2	-1	10	-8	-2	11	1.6	0	3
C=CCOc1nc2c(c(=O)n(C)c(=O)n2C)n1C	-49	3	9	10	-1	0	-0.3	1	1
CC(C)CNc1nc(N)c([N+](=O)[O-])c(NCC2CCCO2)n1 (stereo not drawn)	-3	0	-2	-9	3	-1	-0.5	-4	7
O=c1nc2ccccn2c2ccc(S(=O)(=O)N3CCCCC3)cc12	4	16	5	-9	-1	2	2.4	2	0

Random excerpt: 6 entries already listed.
SMILES	procasp3 activ	JMJD2C inh	procasp7 counter	VLA-4 inh	CTSL1 counter	core dimer inh	PP5 primary	PP1 counter	GRK2 aptamer HTS
CC1CCCN(C(c2ccccc2)c2sc3ncnn3c2O)C1 (stereo not drawn)	10	6	0	8	0	6	1.7	-6	0
O=c1nc2ccccn2c2ccc(S(=O)(=O)N3CCCCC3)cc12	4	16	5	-9	-1	2	2.4	2	0
C=CCOc1nc2c(c(=O)n(C)c(=O)n2C)n1C	-49	3	9	10	-1	0	-0.3	1	1
O=C(Nc1ccc(Cl)c(Cl)c1)O/N=C/c1ccncc1	-3	-6	-4	4	6	-3	0.3	-2	0
CCOc1ccccc1C(=O)OC(C)C(=O)Nc1ccc(S(=O)(=O)N2CCCC2)cc1 (stereo not drawn)	-3	x	10	9	x	x	1.2	-3	0
COc1ccccc1NC(=O)Cn1nnc(C(=O)Nc2ccccc2)c1N	0	10	-1	-6	-4	-5	0.8	-4	0

Continuation:
SMILES	procasp3 activ	JMJD2C inh	procasp7 counter	VLA-4 inh	CTSL1 counter	core dimer inh	PP5 primary	PP1 counter	GRK2 aptamer HTS
CC(C)CCn1cnc2c(NCc3ccccc3)ncnc21	-6	4	-4	7	3	-2	2.9	0	0
CC(C)N(Cc1nc(-c2ccccc2)no1)C(=O)CSc1ccccc1	3	3	-3	7	-3	3	1.7	2	0
Cc1ccc(SCC(=O)N/N=C/c2ccco2)cc1	12	0	-4	2	3	2	1.3	-4	0
N#Cc1nc(-c2ccc(OCc3ccc(Cl)cc3)cc2)oc1NCc1cccnc1	4	2	2	-11	10	8	0.5	-3	0
O=C(Oc1ccc(/C=N/O)cc1)c1ccccc1Cl	2	7	1	6	0	2	1.1	0	3
O=C(Cc1ccsc1)N1CCN(S(=O)(=O)c2cccc(F)c2)CC1	-9	3	11	2	8	4	1.9	-6	2
Cc1noc(N)c1C(=O)Nc1ccc(F)cc1	0	8	-4	3	-3	-3	1.3	-2	0
Cc1cc(NC(=O)CSc2nnc(-c3ccccc3Cl)o2)no1	5	-11	-4	2	3	-4	2.3	-2	0
Cc1ccc(-c2ccc(=O)n(CC(=O)NCC3COCCO3)n2)cc1 (stereo not drawn)	0	-29	-3	12	1	-7	1.4	0	0
COC(=O)c1cc(S(=O)(=O)NCc2ccc(F)cc2)cn1C	16	-12	-9	14	0	3	2.9	-3	0
NC(=O)CC1SC(N)=NC1=O (stereo not drawn)	-9	1	-13	14	-1	-2	0.4	-4	0
O=C(Nc1ccc(-c2csc(Nc3cccc(C(F)(F)F)c3)n2)cc1)c1ccccc1	7	x	15	10	1	8	5.7	1	2
Cc1cc(C)c2nc(-c3ccccn3)cc(C(=O)NCc3cc(C)n(C)n3)c2c1	9	u	6	4	-2	2	-0.2	-4	1
CC(=O)Nc1ccccc1OCC(=O)NCCc1ccc(Cl)cc1Cl	7	-8	0	-2	-1	4	-0.5	-4	1

An unsorted share of the library; about 2.6% have a hit in one of these screens.
